# UbGFP stabilizer: Ubiquitin-GFP Assay; Ubiquitin-GFP reporter cells, proteasome inhibition, GFP fluorescence; response scale: untreated = 0%, 10 µM MG-132 = 100%; Potency, µM (top dose mostly 45.9 µM), for the others: at the highest dose activation (GFP accumulation), hits mostly activators; 67,000 tested, under 10 active; active = well fitted activation curve with a large enough effect, not every such curve was filed as active; inconclusive = small, poorly fitted or top-dose-only effect, or another doubt; inactive = no such curve, though single readings can be large or run the other way; note: potency is the fitted concentration of half-maximal effect
#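 U2OS Ub(G76V)-GFP reporter; O/N plating, 0.5% FBS; cpd 46 uM–2.9 nM, 4 h, 37 °C; GFP+ cell count, 488/515 nm; norm. to basal vs 10 uM MG-132; CRC fit.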
# Hsp90 Hop PPI: qHTS Assay for Disrupters of an Hsp90 Co-Chaperone Interaction. Potency, µM (titrated, usually from 57 µM), without a hit: at the top dose activity change, negative = inhibition. AlphaScreen TPR2A-His6 binding biotin-Hsp90 C-terminal peptide. hit rate 0.44% among 71,000. AID 595, 2007; active = well fitted curve in either direction with a large enough effect; inconclusive = small, poorly fitted or top-dose-only effect, or another doubt; note: potency is the fitted concentration of half-maximal effect; % is set by controls: 0 for no effect and ±100 for the full control effect; many of its hits are not listed in these tables
# CRE Fsk mod: Cell signaling CRE-BLA (Fsk stim); CHO CRE-bla reporter (cAMP response element driving beta-lactamase), forskolin EC10, beta-lactamase ratio; Potency, µM (series often up to 38.2 µM), for inactives: at the highest dose activity change, negative = inhibition, hits mostly activators; hit rate 2.5% among 71,000; active = well fitted activation curve with a large enough effect in the signal ratio, with a control signal flat, not every such curve was filed as active; inconclusive = small, poorly fitted or top-dose-only effect, or effect the other way, or a change in a side signal; the % refers to the signal ratio; note: potency is the fitted concentration of half-maximal effect; % of control where 0% means no effect
#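 Forskolin analogue NKH 477 at EC10 stimulated CRE-driven beta-lactamase in CHO cells alongside compound dilution series. Beta-lactamase was measured with CCF4, excitation 405 nm, emission ratio 460/530 nm.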
# Epigenetic mod: qHTS Assay for Epigenetic Modulators; hit rate 0.09% among 68,000; Potency, µM (top dose mostly 46.1 µM), for inactives: at the highest dose GFP derepression (activation); mouse C127i GFP locus derepression, cytometry, 30 h; note: % of control where 0% means no effect
#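 Derepression screen: silenced CMV-GFP reporter in murine C127i cells, 30 h compound incubation at 37 C, washed cells imaged by laser-scanning cytometer to enumerate GFP-expressing objects of 20 to 120 um.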
# DNA Pol III inh: qHTS Assay for Inhibitors of DNA Polymerase III Holoenzyme System. reconstituted DNA polymerase III holoenzyme replication, biochemical. AID 603, 2007. hit rate 0.25% among 71,000. Potency, µM (highest dose often 57.1 µM), for inactives: at the highest dose activity change, negative = inhibition; note: potency is the fitted concentration of half-maximal effect; % is set by controls: 0 for no effect and ±100 for the full control effect
#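 Reconstituted *E. coli* holoenzyme (0.35 nM Pol III, 1 nM beta, 154 nM SSB, 2 nM primase) was preincubated with compound for 15 min at RT. Synthesis on 1.4 nM ssM13Gori ran 35 min, then was stopped with PicoGreen/EDTA and read as dsDNA fluorescence.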
# BRCT inh green: qHTS Assay for Inhibitors of BRCT-Phosphoprotein Interaction (Green Fluorophore); Potency, µM (doses to about 76.9 µM), for the others: at the highest dose activity change, negative = inhibition, actives largely listed as inhibitors; BRCA1 BRCT-phosphopeptide binding, green fluorescence polarization; hit rate 0.05% among 75,000; AID 875, 2007;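 note: potency is the fitted concentration of half-maximal effect; plate controls were peptide without protein for full effect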
# Target sequence (P38398 whole entry, looked up): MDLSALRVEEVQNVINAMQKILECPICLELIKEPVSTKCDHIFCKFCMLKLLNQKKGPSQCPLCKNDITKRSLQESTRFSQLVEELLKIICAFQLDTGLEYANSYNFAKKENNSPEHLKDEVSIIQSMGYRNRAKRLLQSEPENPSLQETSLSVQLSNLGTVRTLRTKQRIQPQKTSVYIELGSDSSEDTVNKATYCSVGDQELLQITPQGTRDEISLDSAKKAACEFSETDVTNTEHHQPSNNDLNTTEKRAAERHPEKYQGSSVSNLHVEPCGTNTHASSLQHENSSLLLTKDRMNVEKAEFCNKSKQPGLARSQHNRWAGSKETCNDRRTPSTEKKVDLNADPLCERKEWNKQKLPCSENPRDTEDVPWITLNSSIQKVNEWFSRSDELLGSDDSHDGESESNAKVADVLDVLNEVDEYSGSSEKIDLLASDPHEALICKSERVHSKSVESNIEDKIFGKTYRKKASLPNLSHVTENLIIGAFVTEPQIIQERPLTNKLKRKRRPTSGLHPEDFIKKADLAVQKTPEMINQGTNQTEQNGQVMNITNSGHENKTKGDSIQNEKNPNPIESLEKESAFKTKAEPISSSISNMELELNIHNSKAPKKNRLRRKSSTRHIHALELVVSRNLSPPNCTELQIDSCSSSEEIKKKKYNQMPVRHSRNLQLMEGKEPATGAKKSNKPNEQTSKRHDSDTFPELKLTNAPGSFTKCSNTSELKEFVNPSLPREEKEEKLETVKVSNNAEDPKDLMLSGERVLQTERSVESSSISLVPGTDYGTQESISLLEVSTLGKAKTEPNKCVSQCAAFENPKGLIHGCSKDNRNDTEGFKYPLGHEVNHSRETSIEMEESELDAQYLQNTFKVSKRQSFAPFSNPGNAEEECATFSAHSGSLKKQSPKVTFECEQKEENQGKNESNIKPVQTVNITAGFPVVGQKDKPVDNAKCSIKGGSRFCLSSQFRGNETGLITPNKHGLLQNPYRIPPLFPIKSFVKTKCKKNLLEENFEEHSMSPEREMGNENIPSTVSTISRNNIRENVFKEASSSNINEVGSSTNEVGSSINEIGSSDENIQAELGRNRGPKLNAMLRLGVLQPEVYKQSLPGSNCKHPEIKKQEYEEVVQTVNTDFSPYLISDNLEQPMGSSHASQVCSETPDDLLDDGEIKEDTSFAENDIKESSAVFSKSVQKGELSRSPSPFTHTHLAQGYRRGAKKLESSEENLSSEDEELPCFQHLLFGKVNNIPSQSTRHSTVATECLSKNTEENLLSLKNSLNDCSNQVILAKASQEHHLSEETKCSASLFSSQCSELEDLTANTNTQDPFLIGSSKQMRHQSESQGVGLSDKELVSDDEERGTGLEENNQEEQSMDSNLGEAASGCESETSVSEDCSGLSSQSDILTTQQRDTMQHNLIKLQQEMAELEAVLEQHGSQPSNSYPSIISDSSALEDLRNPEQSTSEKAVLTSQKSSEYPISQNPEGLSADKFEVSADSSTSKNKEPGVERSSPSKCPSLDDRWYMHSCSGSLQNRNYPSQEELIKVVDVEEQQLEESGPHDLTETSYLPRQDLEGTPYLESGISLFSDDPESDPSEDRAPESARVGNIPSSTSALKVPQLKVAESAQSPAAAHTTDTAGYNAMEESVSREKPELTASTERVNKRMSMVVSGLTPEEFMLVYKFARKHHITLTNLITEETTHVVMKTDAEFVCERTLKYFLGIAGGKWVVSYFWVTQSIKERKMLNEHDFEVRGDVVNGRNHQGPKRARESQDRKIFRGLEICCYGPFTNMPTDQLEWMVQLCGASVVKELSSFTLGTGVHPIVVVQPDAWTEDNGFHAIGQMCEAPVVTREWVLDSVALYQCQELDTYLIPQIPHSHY
#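 Compounds were incubated for 12 min at room temperature with a complex of 100 nM fluorescein-tagged pBACH1 decapeptide and 250 nM His-tagged BRCT protein. Buffer was phosphate pH 7.3 with EDTA, DTT and Tween 20. Disruption of binding lowers the polarization signal.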
# 4MU fluor: qHTS Assay for Spectroscopic Profiling in 4-MU Spectral Region; compound autofluorescence, 340/450 nm, 4-MU equivalents; stronger effect = higher value; max dye-equivalent concentration, M; hit rate 11% among 59,000; AID 589, 2007; in the data active = max dye-equivalent concentration above about 10 nM; inconclusive = mostly about 1.1 nM to 9.6 nM
#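 Intrinsic fluorescence at 340/450 nm (ex/em) was read after 15 min at room temperature in pH 8.0, 100 mM Tris. Each compound concentration expressed as 4-MU-equivalent concentration from a six-point 4-MU standard series on each plate.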
# BRCT PPI red: qHTS Assay for Inhibitors of BRCT-Phosphoprotein Interaction (Red Fluorophore) | Breast cancer type 1 susceptibility protein (Homo sapiens), P38398 | BRCT-phosphopeptide binding, red fluorescence polarization | Potency, µM (titrated, usually from 76.9 µM), inactives show at the highest dose activity change, negative = inhibition, actives largely listed as inhibitors | hit rate 0.03% among 75,000; note: % is set by controls: 0 for no effect and ±100 for the full control effect
#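 Fluorescence polarization: 100 nM His-tagged BRCA1 BRCT with 100 nM TAMRA-labelled phospho-BACH1 decapeptide, phosphate buffer pH 7.3 with 150 mM NaCl, DTT, 0.01% Tween 20; 12 min RT. Binding inhibition seen as FP decrease.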
# ALOX15 inhib: qHTS Assay for Inhibitors of 15-hLO (15-human lipoxygenase). Potency, µM (titrated, usually from 57.1 µM), for the others: top-dose activity change, negative = inhibition, hits mostly inhibitors. purified 15hLO-1, xylenol orange hydroperoxide absorbance. AID 887, 2007. hit rate 1.4% among 74,000; note: potency is the fitted concentration of half-maximal effect; % is set by controls: 0 for no effect and ±100 for the full control effect; nearly all actives have a fitted effect of over 55% in size
#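 Hydroperoxide formed from arachidonic acid (50 uM) by purified human 15hLO-1 (40 nM) oxidizes ferrous iron, and the ferric-xylenol orange complex is read at 573 versus 405 nm. Compounds were preincubated 15 min; reaction ran 6 min at room temperature.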
# A350 fluor: qHTS Assay for Spectroscopic Profiling in A350 Spectral Region | hit rate 11% among 59,000 | Compound autofluorescence, 340/450 nm, Alexa 350 dye-equivalents; stronger effect = higher value | max dye-equivalent concentration, M | AID 590, 2007; in the data active = max dye-equivalent concentration above about 10 nM; inconclusive = mostly about 1.1 nM to 9.6 nM
# HBB splice mod: qHTS Assay for Modulators of Hemoglobin Beta Chain Splicing | HBB splicing reporter cell assay, activation; EGFP reporter with mutant IVS2-654 intron; response scale: normalised to 500 nM splice-correcting PNA | Potency, µM (series often up to 46.1 µM), for the others: at the highest dose activation, actives largely listed as activators | hit rate 0.06% among 65,000; note: potency is the fitted concentration of half-maximal effect; 0% is about no effect
#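 HeLa cells stably expressing EGFP interrupted by mutant beta-globin intron 2 (IVS2-654), 500/well in 2% FCS. Treated with compound for 2 days at 37C. Splicing correction scored as total well GFP intensity (488 nm excitation, 500-520 nm emission); 500 nM antisense PNA served as control.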
# An asterisk follows results filed as active; i = inactive; u = inconclusive; x = not tested or not shown; [ ] = another dose, or the depositor's remark. Unless noted, calls come from the whole dose curve; as a rule, active = well fitted curve in the direction sought with a large enough effect; inconclusive = small, poorly fitted or top-dose-only effect, or another doubt; inactive = no such curve, though single readings can be large; an effect the other way counts as inactive or inconclusive. Compounds as they come; overall some 12% were active at least once.
SMILES,UbGFP stabilizer,Hsp90 Hop PPI,CRE Fsk mod,Epigenetic mod,DNA Pol III inh,BRCT inh green,4MU fluor,BRCT PPI red,ALOX15 inhib,A350 fluor,HBB splice mod
COc1ccc(N2C(=O)CC(NCc3cccs3)C2=O)cc1 (configuration not stated),-6%,0%,6%,2%,-5%,-0.4%,i,-1.4%,2%,u,-0.3%[57.5 µM]
CC(=O)Nc1ccc(S(=O)(=O)NCC2CCC(C(=O)N3CCCCCC3)CC2)cc1 (configuration not stated),6%,0%,-3%,0%,-4%,0.4%,i,0.3%,-3%,i,-1.7%
CCOC(=O)c1ccc2nc(NC(=O)c3ccco3)sc2c1,-7%,-2%,5%,-3%,-7%,0.1%,u,-1.1%,-2%,u,x
O=c1c2c(nc3n1CCCCC3)-c1ccccc1CC21CCCC1,3%,3%,5%,0%,-2%,0.0%,i,-0.6%,3%,i,x
Nc1cc(Cl)c(N)c(Cl)c1,x,-3%,2%,x,1%,1.3%,x,1.5%,-11%,x,-0.1%
COC(=O)N1CCC2(CC1)CN(c1cccc(-c3ccccc3)c1)C2,-3%,-3%,2%,0%[9.22 µM],-11%,-2.9%,i,-1.2%,-10%,i,1.1%
O=C(CSc1nnc(-c2ccco2)n1Cc1ccco1)NCc1cccs1,-3%,-10%,1%,0%,-5%,0.9%,i,1.4%,7%,u,-1.2%
COC(=O)N1CCC[C@@]2(CCN(c3ccccc3)C2)C1,-7%,-12%,-3%,2%[9.22 µM],-2%,-2.2%,i,-1.1%,-5%,i,1.7%
Cc1cc(C2(c3cc(C)c(O)cc3C)OS(=O)(=O)c3ccccc32)c(C)cc1O,x,-16%,-14%,x,-5%,-14%,x,-3.7%,-9%,x,1.1%
COc1ccccc1NC(=O)Cc1noc(CSc2nnc(C)s2)n1,7%,-2%,-16%,0%,9%,2.4%,i,-0.8%,1%,i,0.6%[1.84 µM]
CCOC(=O)c1ccc(NC(=O)C2CCN(S(=O)(=O)c3ccccc3)CC2)cc1,7%,-1%,-8%,0%,-4%,-2.7%,x,1.2%,-4%,x,0.3%
CC1(C)O[C@H]2C[C@@H]3[C@H]4CCC5=CC(=O)CC[C@@]5(C)[C@]4(F)[C@@H](O)C[C@@]3(C)[C@@]2(C(=O)CCl)O1,-1%[20.5 µM],-2%[26 µM],u,2%[20.6 µM],4%[25.6 µM],-3.0%[34.4 µM],i,1.4%[34.4 µM],-5%[25.6 µM],i,-0.9%[20.6 µM]
O=C(CCCCn1c(=O)c2ccccc2n(Cc2ccc(Cl)cc2)c1=O)NCc1ccco1,-4%,2%,u,1%,-2%,0.8%,i,-0.5%,-9%,i,-1.1%
O=S(=O)(c1ccc(S(=O)(=O)N2CCCN(Cc3ccccc3)C2)cc1)N1CCCCCC1,-2%,0%,-8%,0%,-5%,0.1%,i,-0.6%,-2%,i,x
O=C(O)/C=C\C(=O)Nc1ccccn1,-4%[9.17 µM],-3%[11 µM],13%[7.6 µM],0%[9.22 µM],-3%[11.4 µM],0.1%[15.4 µM],i,-0.3%[15.4 µM],-1%[11.4 µM],i,2.4%[9.22 µM]
CN(C)c1ccc(-n2cc3c(=O)n(C)c(=O)n(C)c3c2)cc1,2%,-19%,u,0%,1%,-4.2%,u,-0.2%,-4%,u,-1.5%[57.5 µM]
CCc1c(C(C)O)oc2ccc3c(C)cc(=O)oc3c12 (configuration not stated),7%[9.17 µM],-4%[11 µM],3.2µM*,-2%,-10%[11.4 µM],2.2%,x,-1.9%,3%[11.4 µM],x,-3.5%[0.0738 µM]
CCOC(=O)C1=C(O)C(=O)N(c2ccc(S(N)(=O)=O)cc2)C1c1ccc(OC)cc1OC (configuration not stated),4%,-3%,-18%,4%,-15%,-2.2%,i,-0.1%,15%,u,9.5%
O=C(CCC1N=C2c3ccccc3N=C(SCc3ccc(F)cc3)N2C1=O)NCc1ccco1 (configuration not stated),13%,-12%,-4%,-3%,-3%,-4.6%,6.1e-08M*,2.1%,-6%,5.9e-08M*,-5.1%
CCCCC/C=C\C[C@H](O)/C=C\c1cccc(C[C@H](O)CCCCO)n1,2%,-11%,u,-2%,-3%,2.6%,u,-1.3%,20µM*,u,0.0%
N#Cc1c(-c2ccco2)cc(-c2cccnc2)nc1N,-1%,u,26%,0%,32µM*,u,2.6e-06M*,u,7.9µM*,3.6e-06M*,1.5%[57.5 µM]
CC(=O)c1cccc(S(=O)(=O)NCC(c2ccco2)N2CCCCC2)c1 (configuration not stated),5%,-1%,0%,-2%,-3%,-0.6%,u,-0.2%,-8%,u,-5.8%
Cc1c(CN(C)C(=O)CSc2nc(-c3ccco3)cc(C(F)(F)F)n2)cnn1C,-3%,-1%,15%,5%,-8%,-1.3%,i,0.7%,-14%,i,x
O=C(NCc1ccccc1)C1CCCN(C(=O)Nc2ccccc2)C1 (configuration not stated),-2%,-2%,-8%,-2%,-2%,-3.6%,i,-0.8%,5%,i,x
COC(=O)C(NS(C)(=O)=O)(c1c(C)[nH]c2ccccc12)C(F)(F)F (configuration not stated),5%,0%,-4%,1%,-2%,-1.2%,u,0.9%,1%,u,-1.4%
CCC(CC)C(=O)Nc1cc(OC)c(OC)cc1C(=O)O,2%,u,8%,10%,-7%,0.1%,i,0.2%,-3%,i,3.1%
CCSc1nnc([C@H](C)NC(=O)OC(C)(C)C)o1,-2%,-1%,-10%,4%,2%,-0.8%,i,0.7%,3%,i,3.7%[57.5 µM]
Cc1c(C(=O)NCc2ccccn2)sc2nc(-c3ccccc3)cn12,-2%,-3%,22%,x,-14%,1.1%,x,-2.5%,-21%,x,-2.3%
CC(=O)Cc1nsc(NC(=O)c2ccc(Br)o2)n1,-1%,2%,u,3%,-3%,-0.5%,i,-1.8%,2%,i,-1.7%
CCC(=O)Nc1ccc(C(=O)n2nc(C)cc2C)cc1,-6%,-3%,-4%,0%,-6%,-2.6%,x,-0.2%,6%,x,1.2%
N#Cc1cn(CCOc2ccccc2F)c2ccccc12,1%,26%,0%,5%,3%,1.0%,i,-0.1%,-10%,i,-2.0%
CCOC(=O)c1c(C)c(C(=O)NCc2cccs2)c(C)n1C,-4%,-5%,24%,-2%,-2%,0.5%,i,-0.1%,-2%,i,0.7%
CCc1ccccc1NC(=O)Cn1nnc(-c2cccs2)n1,-1%,-3%,u,3%,-2%,-1.9%,i,0.3%,5%,i,-0.1%[57.5 µM]
CC(C)CCN1CC(C(=O)NCc2ccc(F)cc2)CC1=O (configuration not stated),16%,2%,u,-1%,-3%,-0.9%,i,-1.1%,0%,i,-2.5%
O=C(CNc1ccccc1)Nc1ccc(F)cc1,4%,-4%,-13%,3%,-5%,0.7%,i,-1.2%,-4%,i,0.6%
c1ccc2c(c1)NC(CN1CCOCC1)CO2 (configuration not stated),-4%,-2%,-6%,-1%,48%,-2.8%,i,2.3%,7%,i,-5.1%
O=C(C1CCN(S(=O)(=O)c2cccc3nsnc23)CC1)N1CCc2ccccc21,-8%,-5%,-28%,-2%,0%,0.1%,i,-0.4%,-10%,u,1.6%
CC(C)C(NC(=O)c1cccs1)c1nnc(SCC(=O)Nc2nccs2)n1C (configuration not stated),-1%,-8%,-6%,-3%,-4%,1.1%,i,-0.1%,2%,i,0.0%
c1ccc(Cn2c(CSc3nnnn3-c3ccccc3)nc3ccccc32)cc1,-5%[9.17 µM],-2%[11 µM],u,2%,-6%[11.4 µM],1.1%,x,-1.3%,8%[11.4 µM],x,0.7%[0.0738 µM]
COCCn1nnnc1C(c1ccc(OC)cc1)N1CCN(c2ccccc2F)CC1 (configuration not stated),1%,1%,-12%,0%,-2%,-1.6%,i,2.0%,-4%,i,-0.2%[57.5 µM]

# Screening results deposited in PubChem BioAssay by National Center for Advancing Translational Sciences (NCATS).
